Compound activity as filed in PubChem.
FBW7 act: activators of human E3 ligase FBW7 | Q969H0 | AlphaScreen FBW7–phospho-cyclin E peptide binding, activator screen | normalized activity (activation), % at 26.1 µM | 650,000 compounds, 0.13% hits | AID 1259310; in the data active = normalized activity above about 1.9%;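 note: purified mutant Fbw7 with reduced substrate affinity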
TEAD-YAP inh: TEAD-YAP interaction inhibition; HEK-TIYL cells, TEAD-Gal4/YAP UAS-luciferase luminescence; inhibition, % at 9.12 µM; 640,000 compounds, 1.4% hits; in the data active = inhibition above about 32%;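 note: 0% = median of test compound wells and 100% = reference inhibitor wells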
GPR151 ag: activators of human GPR151; Q8TDV0; PathHunter beta-arrestin GPR151 cells, luminescence; activation, % at 11.2 µM; 650,000 compounds, 1% hits; AID 1508602; in the data active = activation above about 4.9%;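 note: 0% = median of compound wells and 100% = cells with positive control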
Target sequence (Q8TDV0 whole entry, looked up): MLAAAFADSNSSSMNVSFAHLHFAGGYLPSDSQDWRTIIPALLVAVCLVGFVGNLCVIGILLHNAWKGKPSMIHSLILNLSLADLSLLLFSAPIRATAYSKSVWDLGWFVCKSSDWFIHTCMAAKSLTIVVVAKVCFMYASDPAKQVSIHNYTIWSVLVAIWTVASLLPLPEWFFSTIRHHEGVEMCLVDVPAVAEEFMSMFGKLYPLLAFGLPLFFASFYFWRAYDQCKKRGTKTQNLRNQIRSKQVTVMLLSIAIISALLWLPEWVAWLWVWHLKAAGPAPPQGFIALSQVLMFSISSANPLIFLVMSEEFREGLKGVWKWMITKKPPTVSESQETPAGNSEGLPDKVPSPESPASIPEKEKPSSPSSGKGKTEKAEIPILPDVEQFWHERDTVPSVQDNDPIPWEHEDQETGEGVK
MITF inh: human MITF inhibition, primary screen; O75030; AlphaScreen MITF homodimerization, bead proximity signal; inhibition, % at 2.6 µM; 650,000 compounds, 0.91% hits; AID 1259374; in the data active = inhibition above about 50%;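 note: 0% = vehicle wells with protein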
Target sequence (O75030 whole entry, looked up): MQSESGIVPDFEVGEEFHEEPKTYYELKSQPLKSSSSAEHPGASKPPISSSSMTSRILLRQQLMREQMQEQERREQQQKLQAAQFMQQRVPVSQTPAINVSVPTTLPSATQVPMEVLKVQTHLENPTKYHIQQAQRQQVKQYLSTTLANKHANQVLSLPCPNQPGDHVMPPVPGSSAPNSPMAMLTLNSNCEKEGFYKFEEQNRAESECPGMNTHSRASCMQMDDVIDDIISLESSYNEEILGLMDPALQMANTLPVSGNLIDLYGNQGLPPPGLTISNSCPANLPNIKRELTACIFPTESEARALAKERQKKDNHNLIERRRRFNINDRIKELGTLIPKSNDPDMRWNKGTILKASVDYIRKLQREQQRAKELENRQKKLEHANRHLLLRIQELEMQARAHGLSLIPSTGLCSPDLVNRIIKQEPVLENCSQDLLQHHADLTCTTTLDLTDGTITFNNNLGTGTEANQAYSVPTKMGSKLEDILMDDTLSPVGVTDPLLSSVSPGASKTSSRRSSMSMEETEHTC
Numbers without * were called inactive. Not a hit list; about 3.5% have a hit in one of these screens.

Preview, 2 compounds:
For COc1ccc(F)cc1C(=O)C1CCCN(Cc2ccc(N3CCNC3=O)cc2)C1 (stereo unspecified) the results were FBW7 act -0.2, TEAD-YAP inh 9.0, GPR151 ag -0.1 and MITF inh -0.3.
`COCCN1CNc2c(c(=O)n(C)c(=O)n2C)C1` gave FBW7 act 0.5, TEAD-YAP inh 6.5, GPR151 ag 0.9 and MITF inh 5.0.

All compounds of this part (from the top)
For COc1ccc(F)cc1C(=O)C1CCCN(Cc2ccc(N3CCNC3=O)cc2)C1 (stereo unspecified) the results were FBW7 act -0.2, TEAD-YAP inh 9.0, GPR151 ag -0.1 and MITF inh -0.3.
`COCCN1CNc2c(c(=O)n(C)c(=O)n2C)C1` gave FBW7 act 0.5, TEAD-YAP inh 6.5, GPR151 ag 0.9 and MITF inh 5.0.
For CC1=C(C(=O)N2CCOCC2)C(c2ccc(F)cc2)NC(=O)N1 (stereo unspecified) the results were FBW7 act 0.0, TEAD-YAP inh 3.6, GPR151 ag 1.0 and MITF inh -12.9.
CCOC(=O)C1=C(CSc2nc(-c3cccs3)ccc2C#N)OC(N)=C(C#N)C1c1ccc(SC)cc1 (stereo unspecified) was read as FBW7 act 0.2, TEAD-YAP inh -35.8, GPR151 ag 1.3 and MITF inh 6.5.
`O=C(NCc1ccco1)C1CCCN1S(=O)(=O)c1cccc2nsnc12` (stereo unspecified) gave FBW7 act -0.1, TEAD-YAP inh -5.1, GPR151 ag 0.1 and MITF inh 14.5.
For COc1ccc(N2CCN(C3CCCN(Cc4ccc(C)o4)C3)CC2)cc1 (stereo unspecified) the results were FBW7 act -0.1, TEAD-YAP inh -4.1, GPR151 ag 1.7 and MITF inh 5.8.
Fc1ccccc1N1N=C(c2ccc(Br)cc2)CC1c1ccc(Cl)cc1Cl (stereo unspecified) was read as FBW7 act 0.2, TEAD-YAP inh 5.7, GPR151 ag -0.6 and MITF inh 3.6.
`CCOc1ncccc1C(=O)OCC(=O)Nc1cc(Cl)ccc1C#N` gave FBW7 act -0.2, TEAD-YAP inh -3.5, GPR151 ag 1.2 and MITF inh -0.9.
Cc1ccccc1OCC(=O)O/N=C(\N)Cc1cccc2ccccc12 was read as FBW7 act 0.0, TEAD-YAP inh -14.1, GPR151 ag -0.3 and MITF inh -12.2.
Screening CCOc1ccc(NC(=O)CN(Cc2ccccc2)S(=O)(=O)c2ccc(OC)c(OC)c2)cc1 returned FBW7 act 0.3, TEAD-YAP inh 10.0, GPR151 ag -0.7 and MITF inh 11.2.
Screening CC1(C)CC(=O)C2=C(C1)N(c1ccc(Cl)cc1)C(N)=C(C#N)C2c1ccc2c(c1)OCO2 (stereo unspecified) returned FBW7 act -0.1, TEAD-YAP inh -6.1, GPR151 ag 13.6* and MITF inh -7.3.
Screening CCOc1ccc(N(CC(=O)Nc2ccc(C(N)=O)cc2)S(C)(=O)=O)cc1 returned FBW7 act 0.1, TEAD-YAP inh -3.6, GPR151 ag 1.9 and MITF inh 8.4.
CCOc1cc2c(c([N+](=O)[O-])c1)NC(c1ccccc1F)C1CC=CC21 (stereo unspecified) was read as FBW7 act -0.6, TEAD-YAP inh 1.6, GPR151 ag -0.6 and MITF inh 31.7.
CCNS(=O)(=O)c1ccc(NC(=O)c2ccccc2Oc2ccccc2)cc1 was read as FBW7 act 0.0, TEAD-YAP inh -2.5, GPR151 ag 0.2 and MITF inh -8.4.
`CC(=O)N(C)CCCNC(=O)c1cccc(Br)c1` gave FBW7 act 0.1, TEAD-YAP inh 1.1, GPR151 ag 0.3 and MITF inh -9.6.
For C=CCN1C(=O)C2(NC(CCCC)C3C(=O)N(Cc4ccccc4)C(=O)C32)c2ccccc21 (stereo unspecified) the results were FBW7 act -0.2, TEAD-YAP inh 6.0, GPR151 ag 0.5 and MITF inh -3.8.
Screening CC(C)(C)c1ccc(/C=N/Nc2ccc(S(N)(=O)=O)cc2[N+](=O)[O-])cc1 returned FBW7 act 0.0, TEAD-YAP inh 2.8, GPR151 ag 5.0* and MITF inh 4.1.
CC(C)C(NC(=O)c1ccc(Cl)cc1Cl)C(=O)NCCc1ccccn1 (stereo unspecified) was read as FBW7 act -0.1, TEAD-YAP inh 4.2, GPR151 ag 0.4 and MITF inh 0.3.
`Oc1ccccc1C1CC(c2cccc(Cl)c2)=NC(c2ccc(Br)cc2)N1` (stereo unspecified) gave FBW7 act 0.1, TEAD-YAP inh -25.7, GPR151 ag -1.4 and MITF inh 2.6.
For CS(=O)(=O)N(CC(=O)Nc1cccc(F)c1)c1cccc(F)c1 the results were FBW7 act 1.0, TEAD-YAP inh 8.5, GPR151 ag 1.0 and MITF inh -0.3.
Cc1cc(Cl)ccc1OC(C)c1nnc(N)s1 (stereo unspecified) was read as FBW7 act 0.0, TEAD-YAP inh 0.0, GPR151 ag 0.7 and MITF inh 5.7.
For COc1cc2c(cc1OC)C(COc1ccccc1OC)N(C(=O)c1cccc3ccccc13)CC2 (stereo unspecified) the results were FBW7 act -0.1, TEAD-YAP inh 13.4, GPR151 ag -0.3 and MITF inh 1.1.
Screening COc1cc(C(=O)NCCCN2CCOCC2)cc(OC)c1OC returned FBW7 act 0.3, TEAD-YAP inh 7.1, GPR151 ag -1.0 and MITF inh 6.5.
`Cc1ccc(-c2ccc(/C=C3\C(=O)N(c4cccc(C(=O)O)c4)N=C3C(F)(F)F)o2)c([N+](=O)[O-])c1` gave FBW7 act -0.2, TEAD-YAP inh -6.9, GPR151 ag 0.6 and MITF inh -3.6.
N#Cc1ccc(COC(=O)C23CCC(=O)N2c2ccccc2C(=O)N3Cc2ccco2)cc1 (stereo unspecified) was read as FBW7 act -0.1, TEAD-YAP inh -0.2, GPR151 ag 0.3 and MITF inh 1.1.
Screening COCC(C)Nc1ncnc2c1c(-c1ccccc1)cn2-c1ccc(OC)cc1 (stereo unspecified) returned FBW7 act -0.4, TEAD-YAP inh 8.2, GPR151 ag 3.0 and MITF inh -4.7.
CC1=NN2C(=N)/C(=C/c3cn(CCOc4cc(C)ccc4C)c4ccccc34)C(=O)N=C2S1 was read as FBW7 act 0.3, TEAD-YAP inh -4.6, GPR151 ag -1.1 and MITF inh -4.8.
`Cc1ccc(-c2csc(NC(=O)c3ccc(S(=O)(=O)N4CCCC4)cc3)n2)c(C)c1` gave FBW7 act -0.1, TEAD-YAP inh 6.7, GPR151 ag -0.3 and MITF inh 9.9.
Screening N#Cc1cccc(NC(=O)c2cccc(-c3ccc(O)cc3)c2)c1 returned FBW7 act 0.1, TEAD-YAP inh -4.8, GPR151 ag -1.1 and MITF inh -3.1.
Screening Cc1cc(NC(=O)CN2C(=O)c3ccccc3C2=O)no1 returned FBW7 act 0.5, TEAD-YAP inh 6.3, GPR151 ag -0.2 and MITF inh 7.6.

The last 4 records of the part before are carried over, then new ones follow.
CC1=NN2C(=N)/C(=C/c3cn(CCOc4cc(C)ccc4C)c4ccccc34)C(=O)N=C2S1 was read as FBW7 act 0.3, TEAD-YAP inh -4.6, GPR151 ag -1.1 and MITF inh -4.8.
`Cc1ccc(-c2csc(NC(=O)c3ccc(S(=O)(=O)N4CCCC4)cc3)n2)c(C)c1` gave FBW7 act -0.1, TEAD-YAP inh 6.7, GPR151 ag -0.3 and MITF inh 9.9.
Screening N#Cc1cccc(NC(=O)c2cccc(-c3ccc(O)cc3)c2)c1 returned FBW7 act 0.1, TEAD-YAP inh -4.8, GPR151 ag -1.1 and MITF inh -3.1.
Screening Cc1cc(NC(=O)CN2C(=O)c3ccccc3C2=O)no1 returned FBW7 act 0.5, TEAD-YAP inh 6.3, GPR151 ag -0.2 and MITF inh 7.6.
Screening CC(=O)N(c1ccc(Br)cc1)C1SC(=O)N(c2ccccc2)C1=O (stereo unspecified) returned FBW7 act 0.3, TEAD-YAP inh -8.6, GPR151 ag -0.3 and MITF inh 12.9.
CSc1ncc(/C=C2/C(=O)NC(=O)N(c3ccc(F)cc3)C2=O)cn1 was read as FBW7 act 0.1, TEAD-YAP inh -13.5, GPR151 ag 0.2 and MITF inh 7.6.
`O=C(NCc1ccccc1)NC12CC3CC(CC(C3)C1)C2` gave FBW7 act -0.1, TEAD-YAP inh 4.8, GPR151 ag -0.7 and MITF inh 0.3.
Cc1cccn2c(CNCCOc3cccnc3)c(C(=O)N3CCCCC3)nc12 was read as FBW7 act 0.0, TEAD-YAP inh -4.5, GPR151 ag -0.5 and MITF inh -13.2.
`O=C(Nc1ccc(F)c(Cl)c1)C(=O)Nc1cccc2ccccc12` gave FBW7 act -0.2, TEAD-YAP inh -6.6, GPR151 ag 1.6 and MITF inh -11.0.
Screening Brc1ccc(CN2CCN(c3ccccn3)CC2)s1 returned FBW7 act -0.1, TEAD-YAP inh 5.0, GPR151 ag 0.2 and MITF inh 31.5.
`CCOc1ccc(S(=O)(=O)Nc2ccc(S(=O)(=O)Nc3ccccc3C)cc2)cc1` gave FBW7 act 0.1, TEAD-YAP inh 6.2, GPR151 ag 1.0 and MITF inh 11.3.
`CC(=O)N1CCC(N(C(=O)Nc2c(F)cccc2F)C(C)C)CC1` gave FBW7 act -0.1, TEAD-YAP inh -4.2, GPR151 ag 9.1* and MITF inh 4.6.
CN1CCN(C(=O)c2ccc(-c3nc4ccc(C(=O)NCc5cccc(C(F)(F)F)c5)cc4s3)cc2)CC1 was read as FBW7 act 0.2, TEAD-YAP inh 12.0, GPR151 ag -2.9 and MITF inh -1.9.
Screening Cc1c(C)n2c(SCC(=O)NCc3ccco3)nnc2[nH]c1=O returned FBW7 act 0.3, TEAD-YAP inh 5.4, GPR151 ag -1.5 and MITF inh 13.0.
For O=C1c2cccc3cccc(c23)C(=O)N1CCC(=O)n1cnc2ccccc21 the results were FBW7 act -0.1, TEAD-YAP inh 0.5, GPR151 ag -0.1 and MITF inh 0.2.
Screening COCCCN1C(=O)/C(=C\c2ccc(Br)cc2)C(C(=O)OC)=C1C returned FBW7 act -0.2, TEAD-YAP inh -6.1, GPR151 ag 0.5 and MITF inh -0.8.
For CCCCN(CCCC)S(=O)(=O)c1ccc(NC(=O)c2cnc(C)cn2)cc1 the results were FBW7 act -0.1, TEAD-YAP inh -5.3, GPR151 ag -1.3 and MITF inh 6.0.
Screening O=C(Nc1ccccc1C(=O)NCCc1ccccc1)c1ccc([N+](=O)[O-])cc1 returned FBW7 act 0.0, TEAD-YAP inh 6.1, GPR151 ag -1.1 and MITF inh 8.7.
For O=C(Cn1nnc(-c2cccs2)n1)N1CCc2ccccc2C1 the results were FBW7 act -0.1, TEAD-YAP inh -5.2, GPR151 ag 1.0 and MITF inh -6.0.
Screening O=C(NCc1c(-c2ccc(Cl)cc2)nc2n1CCS2)c1ccc(F)cc1F returned FBW7 act 0.1, TEAD-YAP inh 1.8, GPR151 ag -1.6 and MITF inh -12.5.
For CC(=O)Nc1ccc2nc(Nc3nc4ccc(Cl)cc4s3)sc2c1 the results were FBW7 act -0.1, TEAD-YAP inh -8.0, GPR151 ag 1.5 and MITF inh 3.3.
`COCCCN1CCc2[nH]c(=S)[nH]c(=O)c2C1` gave FBW7 act -0.1, TEAD-YAP inh 6.5, GPR151 ag 0.3 and MITF inh -0.3.
`CCCOc1c(Br)cc(C2NC(=O)NC(C)=C2C(=O)OC)cc1OC` (stereo unspecified) gave FBW7 act 0.1, TEAD-YAP inh 7.3, GPR151 ag 1.9 and MITF inh 5.0.
For O=C(Nc1ccc(Cl)cn1)c1ccccn1 the results were FBW7 act -0.6, TEAD-YAP inh -49.5, GPR151 ag -3.7 and MITF inh 5.5.
CCOc1ccc(C(=O)Nc2ccc(F)cc2)cc1Cl was read as FBW7 act -0.2, TEAD-YAP inh -43.1, GPR151 ag -2.1 and MITF inh 5.1.
COc1ccc(S(=O)(=O)NC(CSCC(=O)Nc2cc(C)cc(C)c2)C(=O)O)cc1 (stereo unspecified) was read as FBW7 act -0.1, TEAD-YAP inh -11.9, GPR151 ag 0.1 and MITF inh -10.7.
Cc1nccc2[nH]c(=O)c(C(=O)NCCc3ccc(Cl)cc3)cc12 was read as FBW7 act 0.2, TEAD-YAP inh 4.1, GPR151 ag -0.5 and MITF inh 14.8.
Screening CCOC(=O)C1CCCN(C(=O)c2cc(F)c(Cl)cc2F)C1 (stereo unspecified) returned FBW7 act 0.0, TEAD-YAP inh 4.1, GPR151 ag -0.7 and MITF inh -9.4.
`O=c1/c(=C\c2cccc(O)c2)sc2nc3ccccc3n12` gave FBW7 act 0.5, TEAD-YAP inh -75.7, GPR151 ag -0.8 and MITF inh 7.0.
`Cc1ccc(C)c(N(CC(=O)Nc2ccc(Cl)cc2C)S(C)(=O)=O)c1` gave FBW7 act 0.0, TEAD-YAP inh -5.3, GPR151 ag 0.5 and MITF inh 2.0.
Cc1cc2nnn(C[C@@H](C)NC(=O)Cc3ccccc3)c2cc1C was read as FBW7 act 0.2, TEAD-YAP inh -20.1, GPR151 ag -0.1 and MITF inh -16.9.
`N#Cc1ccc(NC(=O)c2nn3c(C(F)(F)F)cc(-c4cccs4)nc3c2Br)cc1` gave FBW7 act 0.0, TEAD-YAP inh 4.8, GPR151 ag -0.1 and MITF inh -6.3.
Screening CC(=O)N1CCc2cc(Br)cc(S(=O)(=O)NC(C)(C)C)c21 returned FBW7 act -0.1, TEAD-YAP inh 11.9, GPR151 ag 0.4 and MITF inh 18.3.
Screening CCN(CC)C(=O)C(C)N(c1ccc(Oc2ccccc2)cc1)S(C)(=O)=O (stereo unspecified) returned FBW7 act 0.0, TEAD-YAP inh 7.5, GPR151 ag 1.8 and MITF inh 19.0.
